# Screening data as filed in PubChem.
# HePTP inhibitor – inhibitors of human HePTP phosphatase; inhibition, % at 20 µM; recombinant HePTP phosphatase activity, OD absorbance; 0.64% of 110,000 active; AID 521; in the data active = inhibition above about 50%;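 also: plate controls were vehicle for no effect and reference inhibitor for full effect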
# Target sequence (P35236 whole entry, looked up): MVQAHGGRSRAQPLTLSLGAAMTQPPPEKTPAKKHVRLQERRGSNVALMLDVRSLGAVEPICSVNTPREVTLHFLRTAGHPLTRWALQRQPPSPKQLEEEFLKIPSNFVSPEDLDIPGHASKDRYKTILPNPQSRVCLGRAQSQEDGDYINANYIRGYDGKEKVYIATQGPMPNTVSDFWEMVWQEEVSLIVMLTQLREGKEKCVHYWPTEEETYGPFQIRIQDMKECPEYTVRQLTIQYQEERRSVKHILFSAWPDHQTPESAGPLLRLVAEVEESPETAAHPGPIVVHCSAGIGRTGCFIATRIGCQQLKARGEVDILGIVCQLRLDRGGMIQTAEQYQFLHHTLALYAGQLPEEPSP
# BAP1 block – human BAP1 deubiquitinase inhibition; Q92560; recombinant BAP1, Ub-AMC hydrolysis fluorescence kinetic; hits give low values; 0.48% of 72,000 active; AID 436; activity remaining (% of control), % at 20 µM;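 active = activity remaining at or below 50% of control, provided the compound also passes the data quality filters; inactive = the rest, including low values that fail the filters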;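 also: 100% = DMSO wells rate and 0% = substrate alone blank rate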
# Target sequence (Q92560 whole entry, looked up): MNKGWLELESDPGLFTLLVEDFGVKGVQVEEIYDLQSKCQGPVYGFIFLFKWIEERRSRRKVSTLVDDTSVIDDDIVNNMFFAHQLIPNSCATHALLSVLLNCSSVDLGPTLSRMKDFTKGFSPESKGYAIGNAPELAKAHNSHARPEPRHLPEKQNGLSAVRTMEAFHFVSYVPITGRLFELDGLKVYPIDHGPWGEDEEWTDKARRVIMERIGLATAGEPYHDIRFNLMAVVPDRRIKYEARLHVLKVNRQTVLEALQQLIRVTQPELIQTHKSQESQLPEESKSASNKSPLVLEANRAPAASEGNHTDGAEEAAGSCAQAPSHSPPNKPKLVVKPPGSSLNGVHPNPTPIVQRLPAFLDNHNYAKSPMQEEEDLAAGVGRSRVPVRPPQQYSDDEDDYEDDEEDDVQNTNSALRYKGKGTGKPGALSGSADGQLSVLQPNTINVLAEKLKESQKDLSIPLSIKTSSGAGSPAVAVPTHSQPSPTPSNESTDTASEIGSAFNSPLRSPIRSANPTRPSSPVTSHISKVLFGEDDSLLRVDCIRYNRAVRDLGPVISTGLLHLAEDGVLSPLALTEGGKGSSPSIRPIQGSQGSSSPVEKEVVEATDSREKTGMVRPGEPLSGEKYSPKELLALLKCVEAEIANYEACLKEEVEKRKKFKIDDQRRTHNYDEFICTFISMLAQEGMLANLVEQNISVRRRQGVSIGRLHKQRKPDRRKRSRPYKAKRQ
# * marks the source's active call; other numbers are inactive results; i = inactive; x = no result given; & = joins results of further samples.
HePTP inhibitor | BAP1 block | molecule
1 | 95 | O=C(C1CCC1)N1CCC(c2nc3c(nnn3Cc3c(F)cccc3Cl)c(=O)[nH]2)CC1
1 | x | CSc1nnc2c(n1)OC(c1ccc(N(C)C)cc1)Nc1ccccc1-2 (stereo not drawn)
-4 | x | CCN(CC)C(=O)c1cn(-c2ccccc2)nc1-c1ccc(Br)cc1
0 | 57 | CC1CCCCN1C(=O)c1cc(F)c(F)cc1Cl (stereo not drawn)
1 | 97 | CCCc1cc(=O)[nH]c(SCC(=O)N(C)Cc2ccccc2)n1
11 | x | O=C(CSc1nc2ccccc2[nH]1)N/N=C/c1cccc(Cl)c1Cl
0 | x | O=C1CC(N2CCN(c3ccc(Cl)cc3)CC2)C(=O)N1c1cc(Cl)cc(Cl)c1 (stereo not drawn)
7 | 98 | CCn1c(COc2ccccc2C)nnc1SCC(=O)Nc1ccc2c(c1)OCCO2
0 | 91 | O=C(CC(SCCO)c1ccc2c(c1)OCO2)c1ccco1 (stereo not drawn)
2 | 98 | Cc1ccc(C)c(CSc2nnc(CCN)o2)c1
13 | x | O=C(COc1ccccc1[N+](=O)[O-])Nc1ccc(-c2nc3ccccc3o2)cc1
-2 | x | COc1ccc(/C=C(/NC(=O)c2ccccc2Cl)C(=O)O)cc1
0 | x | CCN(CC)CCCOc1cccc(Cl)c1
3 | 98 | CCC(=O)Nc1nnc(Cc2ccccc2)s1
-8 | 79 | O=C(NCCCN1CCOCC1)c1cc(-c2ccc3c(c2)OCO3)nc2ccccc12
-4 | x | CC1(C)CC(NC(=O)CNC2CCCCC2)CC(C)(C)N1
0 | 98 | CCOC(=O)C1CCN(C(=O)CN(c2ccc(OC)cc2)S(=O)(=O)c2c(C)nn(C)c2C)CC1
10 | 103 | CCOc1ccccc1NC(=O)CCCc1nc2ccccc2c(=O)[nH]1
0 | 82 | O=C(NCC(=O)N(c1ccc2c(c1)OCCO2)C(C(=O)NC1CCCC1)c1ccco1)c1ccco1 (stereo not drawn)
3&-17 | 83 | COc1ccc2c(c1)OC(O)(C(F)(F)C(F)F)CC2=O (stereo not drawn)

# Single records (already shown):
# Profile of CCOc1ccccc1NC(=O)CCCc1nc2ccccc2c(=O)[nH]1 : HePTP inhibitor: 10; BAP1 block: 103
# Profile of CCCc1cc(=O)[nH]c(SCC(=O)N(C)Cc2ccccc2)n1 : HePTP inhibitor: 1; BAP1 block: 97
# Profile of CCN(CC)CCCOc1cccc(Cl)c1 : HePTP inhibitor: 0; BAP1 block: x

# Molecules from the list above that contain an aryl methoxy group:
HePTP inhibitor | BAP1 block | molecule
-2 | x | COc1ccc(/C=C(/NC(=O)c2ccccc2Cl)C(=O)O)cc1
0 | 98 | CCOC(=O)C1CCN(C(=O)CN(c2ccc(OC)cc2)S(=O)(=O)c2c(C)nn(C)c2C)CC1
3&-17 | 83 | COc1ccc2c(c1)OC(O)(C(F)(F)C(F)F)CC2=O (stereo not drawn)

# Later entries:
HePTP inhibitor | BAP1 block | molecule
0 | x | CCOC(=O)CNC(=O)c1cn(C)c(=O)c2cc(OC)c(OC)cc12
-9 | x | Cc1cc(/C=C2\C(=O)NC(=O)N(c3ccc4c(c3)OCO4)C2=O)c(C)n1-c1cccc([N+](=O)[O-])c1
10 | 62 | Cn1c(=O)c2ncn(CC(=O)NCCOc3ccccc3)c2n(C)c1=O
-4 | x | COC(=O)c1ccc(NC(=O)CSc2nnc(-c3ccncc3)n2N)cc1
1 | 87 | Cc1cc(C)c2c(N=CN(C)C)c(C(=O)N3CCN(c4ncccn4)CC3)sc2n1
x | 117 | Cc1cccc(NC(=O)c2ccc(S(=O)(=O)N3CCOCC3)cc2)c1C
-5 | 80 | O=S(=O)(N1CCOCC1)N1CCCN(S(=O)(=O)N2CCOCC2)CC1
10 | 92 | Cc1ccc(CCNC(=O)C2CCC(=O)N2C2CCCC2)cc1 (stereo not drawn)
4 | 104 | Cc1ccc(S(=O)(=O)N(Cc2nccn2C)C(C)C)cc1
0 | 101 | c1ccc(Oc2ccc(-n3cnnn3)cc2)cc1
8 | x | O=C(NNC(=O)c1ccccc1Cl)c1ccc(O)cc1O
2&-2 | 79 | O=C(COc1ccccc1)Nc1nc(-c2ccc(S(=O)(=O)N3CCOCC3)cc2)cs1
2 | i | COC(=O)C1=CNC=C(C(=O)OC)C1c1ccccc1Cl
2 | 92 | CN(CCC#N)CC(=O)Nc1ccc(NC(=O)CN(C)CCC#N)cc1
-2 | x | O=C(CSc1nc2ccccc2n1Cc1ccccc1)N/N=C/c1cccs1
-13 | x | CCOC(=O)C(=O)Nc1ccc([N+](=O)[O-])cc1OC
4 | x | Cc1ccc(N(CC(=O)NC2CCCCC2)S(=O)(=O)c2ccc(F)cc2)cc1
-1 | 92 | Cn1c(SCC(=O)NCc2ccco2)nnc1-c1ccc(S(=O)(=O)N2CCOCC2)cc1
12 | 90 | CCOC(=O)N1CCC(c2cc(=O)n3[nH]c(C)c(-c4ccc(F)cc4)c3n2)CC1
9 | 58 | CCOc1ccc(/C(O)=C2/C(=O)C(=O)N(c3cc(C)on3)C2c2ccc(C(=O)OC)cc2)cc1 (stereo not drawn)
4 | 72 | COc1cc2c(cc1OC)C(c1ccc3c(c1)OCO3)C1=C(CC(C)(C)CC1=O)N2 (stereo not drawn)
-3 | x | COc1ccc(NC(=O)C2C(C=C(Cl)Cl)C2(C)C)cc1 (stereo not drawn)
2 | x | N#Cc1c2c(nc(N)c1-c1ccccc1)CCCCC2
-4 | 82 | Cc1ccc(-c2nnc(SCC(=O)Nc3nc4c(s3)CCCC4)n2C)cc1
-2 | 107 | COC(=O)c1ccc(C)c(NS(=O)(=O)c2ccc3c(c2)OCCO3)c1
0 | x | COc1ccc(N(CC(=O)Nc2ccc(OC)cc2OC)S(=O)(=O)c2ccc(C)cc2)cc1
x | 56 | COc1cc(C(=O)Nc2cccc(NC(=O)c3cccc(Cl)c3)c2)cc(OC)c1OC
13 | 113 | COCCN1Cc2cccc(C(=O)Nc3ccc(S(=O)(=O)N4CCCCCC4)cc3)c2C1=O
-11 | x | CCN(C(C)=O)C1=C(N2CCOCC2)C(=O)c2ccccc2C1=O
9 | 111 | Cc1ccccc1N(CC(=O)Nc1ccccc1C(=O)O)S(C)(=O)=O
-12 | x | COC(=O)C(C)N(C(=O)c1cccc2ccccc12)c1c(C)cccc1C (stereo not drawn)
-10 | x | COc1ccc(CCNC(=O)CN(c2ccc(C)cc2)S(=O)(=O)c2ccccc2)cc1OC
4 | 148 | COc1ccccc1C(=O)Nc1cccc(N(C)S(C)(=O)=O)c1
4 | 75 | Cc1occc1C(=O)Nc1cccc(Cn2cccn2)c1
13 | 89 | O=C(CSc1nc(O)cc(=O)n1-c1ccccc1)N1CCCCC1
-11 | x | O=C(c1ccccc1)c1cc(Br)ccc1NC(=O)c1nc[nH]c1C(=O)O
4 | 82 | Cc1cc2c(c(=O)n1C)C(Cc1ccccc1)C(C#N)=C(N)O2 (stereo not drawn)
-1 | x | COc1ccc(NC2CC(=O)N(c3ccc(I)cc3)C2=O)cc1 (stereo not drawn)
1 | 82 | CC(C)c1nc(SCc2c(F)cccc2Cl)c2c(=O)n(C)c(=O)n(C)c2n1
-9 | x | CN(C)CCCN1C(=O)CSC1c1ccc(Br)cc1 (stereo not drawn)
12 | 66 | COc1cc2cc(CN(Cc3nnnn3C3CCCC3)C3CCCC3)c(=O)[nH]c2cc1OC
10 | x | COc1ccc(NC(=O)COc2cccc(C)c2)c([N+](=O)[O-])c1
1 | 66 | CC(=O)Oc1ccc2c(c1)c(C(C)=O)c(C)n2C
2&-7 | 92 | CCn1c(-c2cccc(Cl)c2)n[nH]c1=S
-9 | 92 | COc1ccc(-c2c3c(=O)n(C)c(=O)n(C)c3cn2Cc2ccccn2)cc1
2 | 104 | CC1CCCCN1Cc1nc2c(c(=O)n(C)c(=O)n2C)n1Cc1c(F)cccc1Cl (stereo not drawn)
11 | x | Cn1c(COc2cccc3ccccc23)nc2ccccc21
-5&-3 | 85 | CCC(=O)Nc1ccc2oc(-c3ccccc3Br)nc2c1
8 | 86 | CC(=O)c1c(C(C)=O)c(C)n(-c2ccc(C(=O)O)cc2)c1C
8 | x | CCOC(=O)C1CCN(C2CC(=O)N(c3ccc(Cl)cc3)C2=O)CC1 (stereo not drawn)
0 | x | Cc1ccc(-c2c(C)c(-c3ccc(F)cc3)nc(N)c2C#N)o1
7 | 101 | CCn1c(SCCC(=O)O)nnc1-c1cccnc1
9 | x | Cc1nc(NC(=O)c2ccccc2)sc1-c1csc(Nc2ccc(O)cc2)n1
0 | 110 | COCCNC(=O)C1CCCN(c2nn3c(=O)cc(C)nc3s2)C1 (stereo not drawn)
4 | 64 | COCCCNC(=O)c1ccccc1NS(C)(=O)=O
7 | x | CCOC(=O)c1c[nH]c2c(Br)cccc2c1=O
2 | 56 | COc1ccc(C(=O)CSc2nnc(COc3ccc(C#N)cc3)n2-c2ccccc2)cc1
8 | 105 | O=C(NCc1ccc(N2CCCC2=O)cc1)c1cnccn1
-3 | i | Cc1cc(=O)oc2c(CN3CCCCC3)c(O)c(Cl)cc12
-6 | 82 | Cc1cccc(N2CCN(C(=O)c3cc4c(=O)n(C)c5ccccc5c4n3C)CC2)c1C

# (listing goes on)
HePTP inhibitor | BAP1 block | molecule
4 | x | C#Cc1cccc(NS(=O)(=O)c2ccc(NC(C)=O)cc2)c1
x | 54 | Cn1cc(C2=C(c3ccc(Cl)cc3Cl)C(=O)NC2=O)c2ccccc21
-4 | x | O=C(Nc1ccccc1C(=O)NCc1ccco1)c1ccccc1Br
11 | 74 | Cc1ccc(C(c2nnnn2CC2CCCO2)N2CCN(C(=O)c3ccco3)CC2)cc1 (stereo not drawn)
-19 | x | Cc1ccc(C(=O)Oc2ccc3c(C)cc(=O)oc3c2)cc1
6 | x | Brc1[nH]nc2ccccc12
-10 | 70 | Cn1cccc1CNC(=O)Nc1ccc(Cl)cc1
4 | 104 | CCc1c(C(=O)NCc2ccccc2Cl)[nH]c(C)c1C(C)=O
5 | x | O=C1C=C(NNC(=O)c2ccc(Cl)cc2)CCC1
2 | 113 | CCCCNC(=O)CC1N=C2c3ccccc3N=C(SCC(=O)Nc3ccccc3OC)N2C1=O (stereo not drawn)
-5 | 57 | C/C(Cl)=C/Cn1c(SCC(C)C)nc2c1c(=O)[nH]c(=O)n2C
1 | x | COCCCNC(=O)CN(c1ccc(OC)cc1)S(=O)(=O)c1ccc(NC(C)=O)cc1
22 | x | N#C/C(=C/c1ccc(I)o1)C(=O)N1CCOCC1
8 | x | COC(=O)c1cc(-c2ccc(C)s2)nc2ccccc12
6 | 90 | CCC(CC)C(=O)N(c1ccc(F)cc1)C1C=CS(=O)(=O)C1 (stereo not drawn)
10 | x | CCN1C(=O)/C(=C\c2cc(Br)ccc2OCc2ccccc2)SC1=S
3 | 101 | O=C(c1ccc(Br)s1)N1CCN(Cc2ccc3c(c2)OCO3)CC1
4&14 | 95 | COc1ccc(Cl)cc1S(=O)(=O)n1ccnc1C(C)C
-11 | x | O=C1NC(=S)N/C1=C/c1ccc(OCc2ccccc2)c(Br)c1
0 | 55 | Cn1c(=O)c2cc(S(=O)(=O)Nc3ccc4c(c3)OCO4)ccc2n(C)c1=O
-10 | 74 | CCc1cccc2c(C#N)cn(CC(=O)NCc3ccco3)c12
-9 | 116 | CC(C)c1ccc(OCc2nc(-c3ccccn3)no2)c(Br)c1
5 | 102 | NC(=O)Nn1c(CCC(=O)O)ccc1-c1ccc(Br)cc1
4 | 101 | Cc1ccc(-c2csc(NC(=O)c3cccc(N4C(=O)CCC4=O)c3)n2)o1
-4 | 94 | O=C(NC1CCCCCC1)C1CCN(S(=O)(=O)c2cccc3cccnc23)CC1
5 | 93 | Cc1ccc(C)c(Cn2c(=O)c3c(nc4n3CCN4Cc3ccco3)n(C)c2=O)c1
3 | 98 | COc1ccccc1CN(CC(=O)NCc1ccco1)C(=O)CNS(=O)(=O)c1ccc(C)cc1
3 | 204 | O=C(Nc1ccc(-c2noc(-c3cccs3)n2)cc1)c1cccnc1
-5 | 100 | Cn1nnnc1SCC(=O)Nc1c(Cl)cccc1Cl
7 | x | O=P(CCC(F)(F)F)(CCC(F)(F)F)CCC(F)(F)F
x | 93 | Cc1ccc(Cn2c(SCCO)nc3c2c(=O)[nH]c(=O)n3C)cc1
3 | x | Cc1ccoc1C(=O)Nc1ccccc1Oc1ccccc1
6 | x | Cc1ccc(S(=O)(=O)NCCCN2CCOCC2)c(C)c1
x | 65 | Oc1c(-c2ccc(F)cc2)c2nc3ccccc3nc2c2ccccc12
4 | x | O=C(c1cc2ccccc2oc1=O)N1CCSC1c1ccc(Br)cc1 (stereo not drawn)
-13 | x | Cc1ccc(C2/C(=C(/O)c3ccccc3)C(=O)C(=O)N2c2cccc(C)c2)cc1 (stereo not drawn)
-6 | x | Cc1cccc(N2CCN(C(=S)c3ccccc3)CC2)c1
6 | x | COc1cccc(NS(=O)(=O)c2ccc3[nH]cc(C(=O)NCCC(C)C)c(=O)c3c2)c1
-11 | x | O=C(Cn1nnc(-c2ccccc2Cl)n1)N/N=C/c1cc(Cl)cc(Cl)c1O
4 | 113 | COc1ccc(CC(=O)n2c(CC#N)nc3ccccc32)cc1OC

# Quoted at random: 2 compounds from above, in no set order.
HePTP inhibitor | BAP1 block | molecule
7 | 98 | CCn1c(COc2ccccc2C)nnc1SCC(=O)Nc1ccc2c(c1)OCCO2
4 | 113 | COc1ccc(CC(=O)n2c(CC#N)nc3ccccc32)cc1OC

# (continued)
HePTP inhibitor | BAP1 block | molecule
-12 | 93 | CCOC(=O)N1CCN(S(=O)(=O)c2c(C)nn(C)c2C)CC1
-4 | x | Cc1cccc(N=C2NC(=O)/C(=C\c3cccs3)S2)c1C
-7 | x | COC(=O)C1=C(C)NC2=C(C(=O)CC(c3cccs3)C2)C1c1ccc2c(c1)OCO2 (stereo not drawn)
6 | x | Cc1ccccc1NC(=O)C(=O)NCC(C)C
4 | 79 | Cc1cc(N2CCN(C3CCCCC3)CC2)nc2cccc(O)c12
5 | 96 | Cn1c(Cn2c(=O)sc3ccccc32)nnc1SCc1ccccn1
-1 | x | CCCCOc1ccc(C(=O)NN)cc1
-5 | x | COc1ccc(CCNC(=O)C(=O)Nc2ccc(Cl)c(Cl)c2)cc1OC
